Bioassay records deposited in PubChem BioAssay by National Center for Advancing Translational Sciences (NCATS).
KAT2A inh: qHTS Assay for Inhibitors of GCN5L2; actives 0.21% (n = 390,000); Histone acetyltransferase KAT2A (Homo sapiens), Q92830; GCN5L2 HAT assay, ThioGlo1 CoA-SH fluorescence; Potency, µM (titrated, usually from 58.9 µM), inactives show top-dose activity change, negative = inhibition, usual class: inhibitors
Target sequence (Q92830 whole entry, looked up): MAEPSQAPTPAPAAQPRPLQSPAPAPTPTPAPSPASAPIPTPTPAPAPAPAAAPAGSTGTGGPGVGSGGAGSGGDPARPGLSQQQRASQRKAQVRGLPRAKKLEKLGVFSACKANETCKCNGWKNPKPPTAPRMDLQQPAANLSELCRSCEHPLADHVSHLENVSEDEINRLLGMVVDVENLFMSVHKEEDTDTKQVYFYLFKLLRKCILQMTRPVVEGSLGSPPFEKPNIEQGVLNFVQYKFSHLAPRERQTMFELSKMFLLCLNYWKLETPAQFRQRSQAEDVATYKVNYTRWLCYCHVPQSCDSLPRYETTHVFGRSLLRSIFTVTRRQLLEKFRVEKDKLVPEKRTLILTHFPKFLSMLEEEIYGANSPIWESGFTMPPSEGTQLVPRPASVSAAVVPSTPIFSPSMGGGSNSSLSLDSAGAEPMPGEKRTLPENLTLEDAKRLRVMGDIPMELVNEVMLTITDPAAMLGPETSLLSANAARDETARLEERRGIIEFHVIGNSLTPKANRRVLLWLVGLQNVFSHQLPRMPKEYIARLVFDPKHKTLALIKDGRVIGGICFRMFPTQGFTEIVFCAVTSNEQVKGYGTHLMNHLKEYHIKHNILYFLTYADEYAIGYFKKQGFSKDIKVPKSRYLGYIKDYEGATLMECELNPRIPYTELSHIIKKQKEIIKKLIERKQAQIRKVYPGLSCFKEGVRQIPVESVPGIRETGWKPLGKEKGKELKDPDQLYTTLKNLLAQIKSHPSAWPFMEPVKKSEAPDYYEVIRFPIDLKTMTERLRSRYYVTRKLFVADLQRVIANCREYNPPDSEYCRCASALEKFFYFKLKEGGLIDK
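Fluorescence readout, Ex340nm/Em540nm: ThioGlo1 (50uM final) reacts with free CoA thiol released as 20nM GCN5L2 acetylates H3(1-25) peptide (75uM) using acetyl-CoA (70uM). Compound and enzyme sat 15 min beforehand; 20 min room-temperature reaction.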
DT40 TDP1 CPT: qHTS for Inhibitors of human tyrosyl-DNA phosphodiesterase 1 (TDP1): qHTS in cells in presence of CPT. chicken DT40 Tdp1-/-;hTDP1 cells + 20 nM CPT, ATP luminescence, 48 h. Potency, µM (top dose mostly 46.2 µM), without a hit: at the top dose activity change, negative = growth inhibition, usual class: inhibitors. actives 12% (n = 420,000). AID 686979, 2013; also: nearly all actives have a fitted effect of over 55% in size
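Chicken DT40 Tdp1-/- cells stably complemented with human TDP1 were seeded at 400 cells/well in medium containing 20 nM camptothecin, exposed to pin-transferred compounds, and grown at 37 °C for at least 48 hr. Viability was read as ATP luminescence.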
DT40 TDP1 no CPT: qHTS for Inhibitors of human tyrosyl-DNA phosphodiesterase 1 (TDP1): qHTS in cells in absence of CPT | actives 15% (n = 420,000) | Potency, µM (top dose mostly 46.2 µM), inactives show top-dose activity change, negative = growth inhibition, hits mostly inhibitors | AID 686978, 2013 | DT40 Tdp1-/- hTDP1 cells, no CPT, ATP luminescence, 48 h; also: nearly all actives have a fitted effect of over 55% in size
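Compound effects on proliferation are scored in DT40 Tdp1-/-;hTDP1 cells in the absence of CPT. ATP levels (CellTiter-Glo luminescence) are recorded after a ≥48 hr, 37 °C incubation.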
Active calls of the source: *; u = inconclusive; x = not tested or not shown. Calls follow the shape of the dose curve; as a rule, active = well fitted curve in the direction sought with a large enough effect; inconclusive = small, poorly fitted or top-dose-only effect, or another doubt; inactive = no such curve, though single readings can be large; an effect the other way counts as inactive or inconclusive. % is scaled to controls: 0 for no effect and ±100 for the full control effect; potency is read from the fitted curve at half-maximal effect.

| SMILES | KAT2A inh | DT40 TDP1 CPT | DT40 TDP1 no CPT |
| --- | --- | --- | --- |
| Cc1ccc(S(=O)(=O)N2CCC(=O)N([C@H](COCc3ccc(C(F)(F)F)cc3)Cc3ccccc3)CC2)cc1 | -5% | u | u |
| O=C(NNS(=O)(=O)c1ccc(F)cc1)c1ccccc1O | -3% | -12% | 4% |
| CC1(C)Cc2c(C#N)c(NCCO)nc(-c3ccco3)c2CO1 | -6% | -22% | u |
| Nc1nc(NCc2ccccc2)nc(-c2ccccc2)n1 | 0% | u | u |
| Cc1nc(-c2cccc(F)c2)sc1CCNC(=O)Cc1ccc(F)cc1 | -21% | u | u |
| Cc1ccc(S(=O)(=O)N2[C@@H](c3ccc(Cl)cc3)C(C(=O)O)=CC[C@H]2c2ccc(Cl)c(Cl)c2)cc1 | u | -11% | -14% |
| Cc1ccc(-c2nnc3ccc(SCC(=O)NCc4ccco4)nn23)cc1 | -10% | u | -10% |
| Cc1ccc2nc(N3CCN(c4ccc(F)cc4)CC3)c3nnnn3c2c1 | 0% | 7.3µM* | 15µM* |
| COc1ccc(CN2CCN(c3ccccn3)CC2)c(OC)c1 | -1% | -18% | -16% |
| O=C(NCCC(F)(F)F)c1cccc2c(-c3ccc(F)c(F)c3)coc12 | x | u | u |
| O=C1OCCC1=CN1CCCCC1 | x | 5% | -33% |
| CCN1C(=O)N[C@@H](c2cccc(C(F)(F)F)c2)[C@@H](C(=O)OC)[C@H]1C | x | -7% | -6% |
| O=C(CCN1C(=O)C2C3C=CC(C4CC34)C2C1=O)Oc1cccc2cccnc12 (stereo unspecified) | -6% | 5.2µM* | 3.3µM* |
| C=CCSCC(N)C(=O)O (stereo unspecified) | 1% | -2% | 5% |
| CC(CNC(=O)CN1C(=O)NC2(CCCCC2C)C1=O)c1ccccc1 (stereo unspecified) | -7% | 1% | 0% |
| CCN(CC)C(=O)Cn1cc(S(=O)(=O)CC(=O)Nc2ccc3c(c2)OCCO3)c2ccccc21 | 1% | -7% | -16% |
| Nc1ccc(Cn2ccc3c4c(N)nc(N)nc4ccc32)cc1 | x | u | 0.13µM* |
| CCN(CC)S(=O)(=O)c1ccc(NC(=O)c2ccc(Sc3nncn3C)c([N+](=O)[O-])c2)cc1 | 6% | u | u |
| Cc1ccc(C)c(N2CCN(C(=O)NCc3noc4ccc(C)cc34)CC2)c1 | -1% | u | u |
| Oc1c(Br)cc(Br)cc1/C=N/c1nccs1 | -4% | u | 18µM* |

| SMILES | KAT2A inh | DT40 TDP1 CPT | DT40 TDP1 no CPT |
| --- | --- | --- | --- |
| CN1CCN(C(=S)SCC(=O)N2CCCc3ccccc32)CC1 | -4% | 7% | -28% |
| Cc1ccnc(N2CCC(C(=O)NNC(=O)c3ccccc3)CC2)n1 | -10% | -10% | -10% |
| NC(=O)CCN1CCN(C(=O)c2ccc3nc(Cc4cccc(Cl)c4)oc3c2)CC1 | -2% | 2% | -8% |
| O=C(COC(=O)/C=C/c1ccc2c(c1)OCO2)Nc1ccccc1 | -8% | -8% | u |
| COC(=O)CC1COc2ccccc2N1C(=O)c1ccc(OC)cc1 (stereo unspecified) | 1% | -6% | u |
| COc1cccc(C(=O)NNC(=O)CCC(=O)O)c1 | 6% | 6% | 6% |
| COc1cc([N+](=O)[O-])ccc1NC(=S)NCc1ccccn1 | 3% | -1% | 0% |
| Cc1ccc(O)c(C(=O)c2cnc3c(c2)c(C)nn3-c2ccccc2)c1 | -4% | -24% | u |
| CCC(=O)Nc1cccc(C(=O)/C=C/c2ccccc2)c1 | -3% | 4.1µM* | 5.2µM* |
| CCc1ccccc1NC(=O)CN(C)C(=O)Cn1cc(C(F)(F)F)cc(Cl)c1=O | 11% | 7% | 0% |
| O=C(CN1CCCCCC1)Nc1ccc(Br)cc1 | -6% | 2% | -18% |
| COc1ccc([C@@H]2[C@@H]3C(=O)N(C(C)(C)C)C(=O)[C@@H]3[C@]3(Cc4ccccc4)C(=O)N(c4ccccc4)C(=O)N23)cc1 | -3% | 16% | -12% |
| O=C(C1=C[C@@H](C2CC2)C[C@@H](OCCCCO)O1)N1CCOCC1 | 4% | 4% | -7% |
| O=C(N/N=C(/c1ccccc1)c1ccncc1)c1ccc2c(c1)OCO2 | 2% | -19% | -22% |
| CCCOc1ccc(-c2nonc2NC(=O)c2ccco2)cc1OCCC | -13% | u | u |
| CCOc1ccc(C(=O)N2CCN(c3cccc(C)c3C)CC2)cc1 | x | u | -22% |
| CS(=O)(=O)N(CC(=O)NCC1CCCO1)c1cccc(Cl)c1 (stereo unspecified) | -4% | 4% | -15% |
| Nc1ncn(C23CC4CC(CC(C4)C2)C3)n1 | -6% | -20% | -5% |
| O=C(N/N=C/c1ccncc1)C1C2CCCCCCC21 (stereo unspecified) | 2% | -17% | u |
| Cc1ccc(C(C)C)c(OCC(=O)Nc2c(C(=O)c3ccc(F)cc3)oc3ccccc23)c1 | -3% | -5% | -9% |

One compound at a time, as listed above. Screens in order: KAT2A inh | DT40 TDP1 CPT | DT40 TDP1 no CPT
`O=C1OCCC1=CN1CCCCC1` in the list: x | 5% | -33%
`CCOc1ccc(C(=O)N2CCN(c3cccc(C)c3C)CC2)cc1` in the list: x | u | -22%
`COc1ccc([C@@H]2[C@@H]3C(=O)N(C(C)(C)C)C(=O)[C@@H]3[C@]3(Cc4ccccc4)C(=O)N(c4ccccc4)C(=O)N23)cc1` in the list: -3% | 16% | -12%
`Cc1ccc(C)c(N2CCN(C(=O)NCc3noc4ccc(C)cc34)CC2)c1` in the list: -1% | u | u
`Cc1ccc(-c2nnc3ccc(SCC(=O)NCc4ccco4)nn23)cc1` in the list: -10% | u | -10%

Additional results follow:
| SMILES | KAT2A inh | DT40 TDP1 CPT | DT40 TDP1 no CPT |
| --- | --- | --- | --- |
| N#Cc1c(-c2ccccc2)nc(SCC(=O)N2c3ccccc3Sc3ccccc32)[nH]c1=O | u | -6% | 0% |
| CCCNC(=O)C1(C)CCCN(C(=O)c2ccc(F)cc2Cl)C1 (stereo unspecified) | x | 1% | -1% |
| COc1ccc2c(c1)[nH]c1c(=O)n(/N=C/c3ccc(OC)c(CN4CCCC4)c3)cnc12 | -7% | u | u |
| CC12C=CC(=O)C=C1CCC1C3CCC(O)(C(=O)CO)C3(C)CC3OC312 (stereo unspecified) | 9% | -3% | -3% |
| O=C1CC(c2ccccc2)NC(=O)N1 (stereo unspecified) | -13% | 0% | 1% |
| C=COCCCNc1ncnc2sc(-c3ccccc3)cc12 | -11% | 16µM* | 15µM* |
| CC(OC(=O)c1cccc(S(=O)(=O)N2CCCCC2)c1)C(=O)NCC1CCCCC1 (stereo unspecified) | -4% | -30% | u |
| N/C(Cc1cccc2ccccc12)=N\O | -21% | 8% | -14% |
| Cc1nn(Cc2ccc(Cl)cc2)c(C)c1NC(=O)CSc1nc2c(c(C(F)(F)F)n1)CCc1ccccc1-2 | -4% | u | u |
| CCOC(=O)c1oc2ccc(/C=N/O)c(Cl)c2c1C | -6% | 7% | -2% |
| CC(C)Cc1nnc(NC(=O)c2cc3c(s2)CCC3)s1 | -9% | -5% | -3% |
| CCn1c(SCC(=O)Nc2ccc3c(c2)OCCO3)nnc1C(C)C | 0% | 0% | -12% |
| CC(=O)Nc1ccc(S(=O)(=O)NCc2ccc3c(c2)CCN3C(C)=O)cc1 | 0% | -6% | -21% |
| CC(=C\C(=O)O)/C(=C/c1ccco1)C(=O)O | 2% | -16% | 20% |
| Cc1ccc(S(=O)(=O)Nc2cc(-c3nn(C)c(=O)c4ccccc34)ccc2N2CCOCC2)cc1 | -2% | u | u |
| O=C(c1[nH]c(C(F)(F)F)nc1-c1ccccc1)N1CCN(c2ncc(C(F)(F)F)cc2Cl)CC1 | x | u | u |
| Cc1ccnc(Nc2nc(-c3sc(C)nc3C)cs2)c1 | x | 15µM* | u |
| CN(Cc1cccs1)C(=O)c1ccc(S(=O)(=O)NCc2ccco2)cc1 | -11% | -30% | -27% |
| N#CC(C#N)=C1c2cc(S(N)(=O)=O)ccc2-c2ccc(S(N)(=O)=O)cc21 | -3% | 16µM* | 21µM* |
| COc1cc2nc(CN3CCN(S(=O)(=O)c4ccc(C)c(C)c4)CC3)[nH]c(=O)c2cc1OC | -13% | 6% | u |

Random excerpt: 2 records from the list.
| SMILES | KAT2A inh | DT40 TDP1 CPT | DT40 TDP1 no CPT |
| --- | --- | --- | --- |
| N/C(Cc1cccc2ccccc12)=N\O | -21% | 8% | -14% |
| CCOC(=O)c1oc2ccc(/C=N/O)c(Cl)c2c1C | -6% | 7% | -2% |

Continued.
| SMILES | KAT2A inh | DT40 TDP1 CPT | DT40 TDP1 no CPT |
| --- | --- | --- | --- |
| CCNC(=O)/C=C1\NC(C)(C)Cc2c1ccc1ccccc21 | 1% | u | 21µM* |
| C=CCn1c(SCc2nc3cc(C(F)(F)F)ccc3c(=O)[nH]2)nc2sc(CC)cc2c1=O | -1% | u | u |
| CNC(=S)N1CCN=C1Nc1nc(C)cc(C)n1 | 20% | 17% | 6% |
| Cc1ccc(Nc2cc(C(=O)NCCc3ccccc3)c3ccccc3n2)c(C)c1 | -1% | u | u |
| CCOC(=O)Cc1csc(NC(=S)NC(=O)c2cccc([N+](=O)[O-])c2)n1 | 0% | -19% | u |
| CCOC(=O)c1sc(NC(C)=O)nc1C | -2% | u | -25% |
| CCOc1cc(/C=N/NC(=O)Cn2nc([N+](=O)[O-])cc2C)cc(Br)c1OCc1ccccc1C | -9% | 23µM* | u |
| COc1ccc(CNC(=O)Cn2nnc(-c3ccc(NC(=O)C4CCCCC4)cc3)n2)cc1 | 2% | -6% | 4% |
| O=C(NC1CCCC1)c1ccc2c(=O)n(Cc3ccccc3)c(SCc3ccc([N+](=O)[O-])cc3)nc2c1 | 1% | u | -15% |
| Cc1ccsc1C(=O)NCC(=O)OCc1ccccc1 | 0% | -20% | 8% |
| CCOc1ccc(N2C(=O)Nc3ccccc3C2(O)C(=O)NCc2ccc(C)cc2)cc1 (stereo unspecified) | -2% | 2% | 8% |
| CC1(C)N=C(N)N=C(N)N1c1cccc(CC(=O)Nc2ccccc2)c1 | x | 9.2µM* | 2.6µM* |
| COC(=O)c1ccc(CNCC(O)COc2ccc(-c3ccccc3)cc2)cc1 (stereo unspecified) | -2% | u | u |
| Cc1ccc(NC(=O)c2c([N+](=O)[O-])cnn2C)cc1C | -7% | 1% | 8% |
| NC(=O)c1ccc(NC(=O)Nc2ccc3c(c2)OCO3)cc1 | -3% | 1% | 3% |
| Cn1c(CNC(=O)c2ccc(F)cc2)nc2ccccc21 | u | u | -28% |
| COCc1nnc(NC(=O)CSc2ccc(C)cc2)s1 | -11% | -14% | -24% |
| COc1ccc(OC)c(CN2CCN(C(=O)c3ccco3)CC2)c1 | -7% | u | -3% |
| CCCCN(C(=O)C1CC(=O)N(c2ccc(OC)cc2OC)C1)c1c(N)n(CC(C)C)c(=O)[nH]c1=O (stereo unspecified) | 1% | 10% | 6% |
| O=C(NC1CCCCNC1=O)c1ccco1 (stereo unspecified) | -13% | 3% | -3% |

| SMILES | KAT2A inh | DT40 TDP1 CPT | DT40 TDP1 no CPT |
| --- | --- | --- | --- |
| O=S(=O)(Nc1c(S(=O)(=O)c2ccccc2)c2nc3ccccc3nc2n1C1CCCCC1)c1ccccc1 | -17% | 9.2µM* | 5.2µM* |
| CCc1nc2c(OCCC3CCCCC3)cccn2c1N(C=O)Cc1ccc(OC)cc1 | x | u | u |
| O=C(COC(=O)CSc1nnc(-c2ccc(Cl)cc2)o1)Nc1cc(Cl)ccc1Cl | 1% | -2% | 2% |
| COc1cc(/C=N/Nc2ncc(C(F)(F)F)cc2Cl)cc(OC)c1O | -5% | u | u |
| COc1ccc(N2CCN(c3ccc(-c4nc(-c5ccccc5)no4)cc3[N+](=O)[O-])CC2)cc1 | -2% | -30% | u |
| Cc1c(NCc2nc3ccccc3[nH]2)c(=O)n(-c2ccccc2)n1C | 2% | -26% | -25% |
| O=C(/C=C/c1c(F)cccc1Cl)c1ccc(F)cc1 | 21% | 21µM* | 26µM* |
| COc1ccc(-c2cnn3cc(-c4cccc(Cl)c4)cnc23)cc1 | 3% | -15% | u |
| CN1C(=O)CC(N2CCN(CC(N)=O)CC2)C1=O (stereo unspecified) | -9% | 1% | 2% |
